# Compound activity from PubChem BioAssay.
# Growth percent in the NCI-60 one-dose screen (48 h, 10 µM unless noted): 100 = growth as untreated, 0 = no growth, -100 = all killed.
# CCRF-CEM – CCRF-CEM leukemia. 7% of 77,000 active
# MDA-MB-468 – MDA-MB-468 breast cancer; AID 2202374; 8.5% of 78,000 active
# RPMI-8226 – RPMI-8226 leukemia cells | 7.5% of 77,000 active
# K-562 – K-562 leukemia. AID 1794777. 7.4% of 78,000 active
# MOLT-4 – MOLT-4 leukemia cells; 6.9% of 80,000 active; AID 1794779
# SR – SR leukemia cells; 8.7% of 73,000 active
# MCF7 – MCF7 breast cancer; 6.3% of 82,000 active; AID 1794796
# MDA-MB-231 – MDA-MB-231 breast cancer; 5% of 81,000 active; AID 1794789
# An asterisk follows results filed as active; x = no result given; & = joins results of further samples; [ ] = dose if it differs, or a comment. How the source made its calls: active means growth percent below 10; inactive means the rest.
no.	mol	CCRF-CEM	MDA-MB-468	RPMI-8226	K-562
1	Cc1ccc(S(=O)(=O)NCCCN2c3nc4ccccc4cc3Sc3cc4ccccc4nc32)cc1	90	x	90	87
2	N#Cc1c(-c2ccc(F)cc2)nc(N=Nc2c(O)[nH]c3ccc(Br)cc23)nc1N1CCOCC1	85	79	86	87
3	N#CC(Cc1ccccc1)C(=O)O (configuration not stated)	99	95	98	118
4	Nc1c(N[C@H]2C=C[C@@H](CO)C2)c(=O)c1=O	89	x	x	100
5	O=c1n(CCn2cnn(-c3ccccc3)c2=O)cnn1-c1ccccc1	94	105	105	114
6	O=C(O)c1ccc([N+](=O)[O-])cc1C(=O)O	100	102	104	119
7	CCCCN1C(=O)C2CC=CCC2C1=O (configuration not stated)	x	97	x	109
8	N#Cc1c(Cl)nc(SCC(=O)N2CCN(c3cc4c(cc3F)c(=O)c(C(=O)O)cn4C3CC3)CC2)nc1-c1ccc(Cl)cc1	103	96	104	98
9	O=C(O)C1=NN(c2cccc([N+](=O)[O-])c2)C(=O)C1	113	119	90	129
10	N/C(=N\N=C\c1ccc(Cl)cc1Cl)c1c(N)nc(=S)[nH]c1-c1ccc(Cl)cc1Cl	95	111	106	100
11	O=[N+]([O-])c1ccc(-c2cn3nc(-c4c[nH]c5ccccc45)sc3n2)cc1	90	96	93	84
12	COC(=O)[C@]1(C)CCC[C@]2(C)[C@H]3C[C@H]4C(C(C)C)=C[C@]3(CC[C@H]21)[C@@H]1C(=O)N(N2CSCCSC2)C(=O)[C@@H]14	87	72	91	105
13	CCOC(=O)C(C)SC1=C(C)C(=O)c2ccccc2C1=O (configuration not stated)	103	84	89	89
14	N#CC1(C#N)C(c2cccs2)NC(c2cccs2)C1(C#N)C#N (configuration not stated)	100	104	107	96
15	C=CC(=O)N(CCN1CCN(C)CC1)c1nc(-c2cccc(N(C(=O)C=C)S(=O)(=O)c3ccc(CCCCC)cc3)c2)cs1	32	89	63	x

no.	MOLT-4	SR	MCF7	MDA-MB-231
1	91	83	70	83
2	84	71	91	83
3	94	88	92	109
4	x	x	101	113
5	111	x	94	90
6	92	104	85	111
7	99	105	102	100
8	105	102	97	107
9	88	97	90	105
10	100	93	99	101
11	89	92	79	94
12	84	107	97	76
13	91	101	82	85
14	95	110	90	104
15	x	x	65	85

# Further results
no.	mol	CCRF-CEM	MDA-MB-468	RPMI-8226	K-562
16	O=C1OC(=O)C2C3C=CC(C3)C12 (configuration not stated)	108&119&102	99&95	104&134&104	117&111&120
17	Cc1ncc(C(=O)Nc2ccc(CN3CCN(C)CC3)c(C(F)(F)F)c2)cc1C#Cc1cnc(N)cc1C#N	14	68	-7.9*	x
18	CC(=O)Nc1nc(C)c(C(=O)N/N=C/c2ccco2)s1	106	92	97	59
19	Cc1ccccc1Nc1cc(N)nc(N)n1	106	82	87	93
20	CCOc1cc(/C=N/NC(=O)N(c2ccccc2)c2ccccc2)ccc1O	x	107	95	94
21	CCCCOC(=O)c1cccc(C(=O)OCCCC)c1	100	x	99	95
22	CCN(CC)c1ccc(Br)cc1	102	105	105	106
23	ClC(Cl)(Cl)c1nc(Nc2nc(-c3ccccc3)cs2)nc(-c2ccncc2)n1	98	128	98	99
24	CCCCCCCCCCCCCCCCCCNC(=S)N/N=C/c1ccccc1C(=O)O	87	93	89	104
25	CCOC(=O)CC[C@H](NC(=O)c1ccc(NC)c2ccccc12)C(=O)OCC	91	95	91	93
26	Nn1c(SCC(=O)Nc2ccc(F)cc2)nnc1-c1ccc(NC(=O)c2cccnc2)cc1	103	97	x	88
27	C=C(C)[C@@H]1CC[C@]2(C(=O)OC)CC[C@]3(C)[C@H](CC[C@@H]4[C@@]5(C)CC[C@H](NC(=O)OC(C)(C)C)C(C)(C)[C@@H]5CC[C@]43C)[C@@H]12	84	79	62	67
28	CCCCCC1CCCCN1C(=O)OCC(C)C (configuration not stated)	110	x	76	124
29	CCCCCCC(C)N(CC(C)(C)O)C(=O)c1ccc([N+](=O)[O-])cc1 (configuration not stated)	75	96	96	85
30	CC(=O)Nc1ccc(S(=O)(=O)n2ccc(-c3ccc4c(c3)CCC(C)(C)O4)n2)cc1	55	25	44	37

no.	MOLT-4	SR	MCF7	MDA-MB-231
16	94&106&110	95&123&104	100&91&103	95&113
17	x	x	-76*	-81*
18	86	89	96	87
19	80	83	88	104
20	94	99	100	93
21	86	x	108	110
22	113	107	102	108
23	101	101	88	91
24	93	92	88	100
25	99	101	95	98
26	102	99	90	98
27	78	61	80	77
28	109	102	90	91
29	90	90	98	106
30	51	56	66	89

# Single entries from the entries so far:
# compound 28 in MCF7 = 90
# compound 30 in RPMI-8226 = 44
# compound 21 in MCF7 = 108
# compound 22 in MOLT-4 = 113
# compound 26 in MDA-MB-468 = 97
# compound 16 in K-562 = 117&111&120
# compound 25 in MDA-MB-231 = 98

# More records
no.	mol	CCRF-CEM	MDA-MB-468	RPMI-8226	K-562
31	CC[C@H](C)[C@H](NC(=O)[C@H](CCCNC(=N)N)NC(=O)[C@H](Cc1c[nH]c2ccccc12)NC(=O)[C@@H](NC(=O)[C@H](CCCCN)NC(=O)[C@H](CCCCN)NC(=O)[C@@H](NC(=O)[C@@H](NC(=O)[C@@H](NC(=O)[C@H](CCCCN)NC(=O)[C@H](Cc1ccccc1)NC(=O)[C@H](CCCCN)NC(=O)[C@H](CCCCN)NC(=O)[C@H](Cc1ccccc1)NC(=O)[C@@H](NC(=O)[C@@H](N)CCCCN)[C@@H](C)CC)[C@@H](C)O)[C@@H](C)CC)[C@@H](C)CC)C(C)C)C(=O)N[C@@H](Cc1ccccc1)C(=O)NCC(=O)N[C@@H](CCCNC(=N)N)C(=O)N[C@@H](Cc1ccccc1)C(N)=O	18	29	-18*	4.1*
32	CN(C)c1cccc2c(S(=O)(=O)Nc3cccc(-c4csc(NC(=O)CN5CCOCC5)n4)c3)cccc12	89	59	62	x
33	CO[C@H](C(=O)N[C@@H](CCCCNC(=O)OCc1ccccc1)C(=O)OC(C)(C)C)[C@@H]1Cc2cc3cc(OC4CC(OC5CC(O)C(O)C(C)O5)C(O)C(C)O4)c(C)c(O)c3c(O)c2C(=O)[C@H]1OC1CC(OC2CC(OC3CC(C)(O)C(O)C(C)O3)C(O)C(C)O2)C(O)C(C)O1 (some centres not stated)	3.1*	-38*	-5.0*	5.4*
34	Cn1[nH]c(=O)ccc1=O	98	106	106	105
35	O=C(CSc1nc2c(n1Nc1ccccc1)-c1ccccc1SC2)Nc1nccs1	84	104	91	85
36	Cc1cc(N(CCCNc2ccnc3cc(Cl)ccc23)Cc2ccco2)nc(N2CCN(C)CC2)n1	43	74	3.9*	13
37	CC1Cc2c(NCc3ccccc3)ncnc2N2CCc3cccc1c32 (configuration not stated)	81	81	61	75
38	C=C(C)[C@@H]1CC[C@]2(COC(=O)c3cccc(OC(C)=O)c3OC(C)=O)CC[C@]3(C)[C@H](CC[C@@H]4[C@@]5(C)CC[C@H](OC(=O)c6cccc(OC(C)=O)c6OC(C)=O)C(C)(C)[C@@H]5CC[C@]43C)[C@@H]12	57	85	85	65
39	COCCn1cc(-c2nc(-c3cccnc3)cs2)c2cc(Br)ccc21	x	74	x	51
40	CCOc1ccc(/C=N/NS(=O)(=O)c2ccc(C)cc2)cc1	x	83	98	91
41	OCC1OC(OC2C(O)C(CO)OC2(CO)OC2OC(CO)C(O)C(O)C2O)C(O)C(O)C1O (configuration not stated)	89	112	98	139
42	COc1cc(Nc2cc(O)c3c(=O)cc(-c4ccccc4)oc3c2)cc(OC)c1	11	12	17	13
43	C#CCOc1cccc(/C(N)=N/C(N)=N/c2nc3ccccc3s2)c1	76	76	83	82
44	COc1ccc2c(c1)[n+](=O)c(C(=O)/C=C/c1cc(OC)c(OC)c(OC)c1)c(C)n2[O-]	-64*	x	32	35
45	Cc1c(Cc2ccc(F)cc2)sc2nc(=O)c3cn(C)nc3n12	97	121	105	84

no.	MOLT-4	SR	MCF7	MDA-MB-231
31	29	1.7*	-17*	-71*
32	x	x	68	74
33	-13*	7.2*	3.6*	-72*
34	108	105	105	108
35	82	83	96	89
36	38	-17*	29	14
37	73	89	93	78
38	70	78	87	101
39	67	58	78	62
40	73	81	76	79
41	126	106	95	100
42	25	17	23	16
43	72	34	74	82
44	13	30	46	68
45	87	72	94	118

# One compound at a time, from the list above. Order of values: CCRF-CEM	MDA-MB-468	RPMI-8226	K-562	MOLT-4	SR	MCF7	MDA-MB-231
# Results for CO[C@H](C(=O)N[C@@H](CCCCNC(=O)OCc1ccccc1)C(=O)OC(C)(C)C)[C@@H]1Cc2cc3cc(OC4CC(OC5CC(O)C(O)C(C)O5)C(O)C(C)O4)c(C)c(O)c3c(O)c2C(=O)[C@H]1OC1CC(OC2CC(OC3CC(C)(O)C(O)C(C)O3)C(O)C(C)O2)C(O)C(C)O1 (some centres not stated) → 3.1*	-38*	-5.0*	5.4*	-13*	7.2*	3.6*	-72*
# Results for Cc1cc(N(CCCNc2ccnc3cc(Cl)ccc23)Cc2ccco2)nc(N2CCN(C)CC2)n1 → 43	74	3.9*	13	38	-17*	29	14
# Results for OCC1OC(OC2C(O)C(CO)OC2(CO)OC2OC(CO)C(O)C(O)C2O)C(O)C(O)C1O (configuration not stated) → 89	112	98	139	126	106	95	100
# Results for C#CCOc1cccc(/C(N)=N/C(N)=N/c2nc3ccccc3s2)c1 → 76	76	83	82	72	34	74	82
# Results for COCCn1cc(-c2nc(-c3cccnc3)cs2)c2cc(Br)ccc21 → x	74	x	51	67	58	78	62

# (next part)
no.	mol	CCRF-CEM	MDA-MB-468	RPMI-8226	K-562
46	CCC(CC)OC(=O)c1ccccc1C	99	112	105	107
47	Cc1nn(-c2ccccc2)c2c1C(c1cc3ccccc3[nH]c1=O)C1=C(CC(C)(C)CC1=O)N2 (configuration not stated)	120	102	108	93
48	COc1ccc(Oc2nc(Nc3ccc(F)cc3)ncc2NC(N)=O)cc1	90	90	x	83
49	Cc1ccc(-c2csc(NC(=O)COCc3c(-c4ccccc4)no[n+]3[O-])n2)cc1	91	103	108	105
50	S=C(Nc1ccccc1)Nc1ccc(Nc2ncnc3sc4c(c23)CCN(Cc2ccccc2)C4)cc1	83	86	92	98
51	Cc1noc(C)c1C(=O)Nc1n[nH]c2ccccc12	98	95	98	121
52	COc1cccc2cc(C(=O)CSc3nc4ccccc4c(=O)n3-c3ccccc3)c(=O)oc12	85	95	86	89
53	O=C1NCCCN1C1OC(CO)C(O)C1O (configuration not stated)	96	104	104	98
54	Cc1cc(=O)oc2cc(OCCCCOc3ccc(/C=C/C(=O)Nc4cccc([N+](=O)[O-])c4)cc3)ccc12	80	100	91	93
55	O=[N+]([O-])c1ccc(NN=C(c2ccccc2)c2ccccc2)c([N+](=O)[O-])c1	97	125	92	98
56	COC(=O)[C@H](Cc1cn(C)cn1)NC(=O)[C@H](Cc1c[nH]c2ccccc12)NC(=O)Nc1cc(C(F)(F)F)cc(C(F)(F)F)c1	x	-76*[100 µM]	-38*[100 µM]	-59*[100 µM]
57	CC(C)(C)Nc1c(-c2c(O)c3ccccc3oc2=O)nc2ccc(Cl)cn12	100	99	98	97
58	Cc1nn(-c2nc(-c3ccccc3)c(C#N)c(=O)n2C)c(C)c1N=Nc1ccc(C(=O)O)cc1	89	94	80	x
59	CCCN(CCC)C1N=C(C)Nc2c1sc(=S)n2-c1ccc(OC)cc1OC (configuration not stated)	87	85	76	76
60	Nc1ccc(-c2ccc3nc4c(=O)[nH]nc(-c5cccc(C(F)(F)F)c5)c4n3c2)cn1	104	98	106	97
61	C[N+]1=C(/C=C/c2ccc(O)c3ncccc23)C(C)(C)c2ccccc21	76	x	54	17
62	Cc1ccc(N2CCN(C(=O)c3c(-c4ccccc4)nnc4ccccc34)CC2)c(C)c1	97	98	73	51
63	C=CCOc1ccc(/C(Cl)=N/N=C(\Cl)c2cc(OC)c(OC)c(OC)c2)cc1	34	23	70	69

no.	MOLT-4	SR	MCF7	MDA-MB-231
46	101	97	96	105
47	x	94	86	109
48	91	87	98	102
49	89	79	99	102
50	77	83	56	99
51	112	x	76	89
52	81	67	91	81
53	83	96	94	120
54	86	71	72	104
55	90	95	95	106
56	-46*[100 µM]	-43*[100 µM]	-59*[100 µM]	-92*[100 µM]
57	98	103	93	99
58	108	108	91	90
59	76	x	85	87
60	101	90	92	106
61	56	x	14	65
62	88	47	90	103
63	31	17	43	82

# Not a hit list (roughly 14% active in at least one column).
